hIAP inh – blocks human intestinal alkaline phosphatase; purified IAP, CDP-Star luminescence, 30 min; inhibition, % at 10 µM; P09923; hit rate 0.12% among 330,000;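 active means inhibition reaching a set limit with compound at 10 µM in the primary screen, cut at about 35% in these data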;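 further: plate controls were DMSO wells with enzyme for no effect and no-enzyme buffer wells for full effect; values of inactives mirror those of a sister screen read the other way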
Target sequence (P09923 whole entry, looked up): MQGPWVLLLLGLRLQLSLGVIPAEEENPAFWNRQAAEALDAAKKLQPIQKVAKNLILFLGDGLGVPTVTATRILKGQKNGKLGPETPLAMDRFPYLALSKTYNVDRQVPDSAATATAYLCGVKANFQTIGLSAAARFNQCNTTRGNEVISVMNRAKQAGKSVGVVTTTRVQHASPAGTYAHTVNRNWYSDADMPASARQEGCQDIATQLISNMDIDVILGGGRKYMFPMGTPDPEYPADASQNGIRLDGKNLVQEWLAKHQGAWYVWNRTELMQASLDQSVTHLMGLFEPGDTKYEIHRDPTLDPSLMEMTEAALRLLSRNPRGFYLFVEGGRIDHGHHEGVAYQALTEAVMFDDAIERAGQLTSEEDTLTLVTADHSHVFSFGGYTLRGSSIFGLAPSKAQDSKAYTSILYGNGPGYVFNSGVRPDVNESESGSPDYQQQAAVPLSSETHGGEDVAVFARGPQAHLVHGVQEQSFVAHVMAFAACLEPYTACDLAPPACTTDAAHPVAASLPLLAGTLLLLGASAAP
NALP3 yeast inh – blocks the NALP3 inflammasome reconstituted in yeast; Yeast reconstituted NLRP3/ASC/caspase-1, beta-gal luminescence, 24 h; inhibition, % at 10 µM; hit rate 0.39% among 330,000;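 active means inhibition of 50% or more; inactive means inhibition below 50%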;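 further: plate controls were induced DMSO wells for no effect and uninduced yeast grown without galactose for full effect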
tim10-1 inh – growth inhibitors of tim10-1 mutant yeast; inhibition, % at 20 µM; S. cerevisiae tim10-1 ts strain growth, BacTiter-Glo, 24 h; hit rate 2.2% among 330,000;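 active means inhibition of at least 40%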;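 further: mutant grown at 25 °C; 0% = DMSO wells with yeast and 100% = wells holding no yeast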
beta cell repl – inducers of beta-cell replication in MIN6 cells; MIN6 cells proliferation, ATPlite luminescence, 48 h; cells starved in 0.2% serum; 100% = growth in 10% serum; hit rate 0.29% among 330,000; proliferation, % at 10 µM;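 active means compounds whose signal lies at least 3.5 SD above the mean of all wells on their plate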;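 further: 0% = DMSO-treated cells in low-serum medium and 100% = 10% serum control; some compounds called inactive have numbers as strong as hits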
A3A deaminase – human APOBEC3A DNA deaminase inhibition; AID 493011; hit rate 0.41% among 330,000; recombinant A3A, FAM/TAMRA ssDNA deamination fluorescence; P31941; inhibition, % at 20 µM;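 active means at least 40% inhibition at 20 µM here, with at most 30% in a related deaminase screen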;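 further: plate controls were A3A with DMSO for no effect and wells lacking A3A enzyme for full effect; some results filed as inactive read as strong as hits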
Target sequence (P31941 whole entry, looked up): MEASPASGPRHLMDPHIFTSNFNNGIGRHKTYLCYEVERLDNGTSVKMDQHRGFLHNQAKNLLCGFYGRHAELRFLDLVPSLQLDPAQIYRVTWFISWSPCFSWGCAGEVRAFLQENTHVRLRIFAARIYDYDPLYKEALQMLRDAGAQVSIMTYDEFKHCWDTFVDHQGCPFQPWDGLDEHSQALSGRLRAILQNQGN
APOBEC3G inh – APOBEC3G (human) deaminase inhibition | hit rate 0.28% among 330,000 | Q9HC16 | inhibition, % at 20 µM | recombinant A3G, ssDNA deamination FAM/TAMRA fluorescence | AID 493012;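 active means inhibition of at least 40% at 20 µM, with no more than 30% in the related APOBEC3A deaminase screen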;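 further: plate controls were DMSO wells with A3G for no effect and wells lacking A3G enzyme for full effect; some compounds called inactive have numbers as strong as hits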
Target sequence (Q9HC16 whole entry, looked up): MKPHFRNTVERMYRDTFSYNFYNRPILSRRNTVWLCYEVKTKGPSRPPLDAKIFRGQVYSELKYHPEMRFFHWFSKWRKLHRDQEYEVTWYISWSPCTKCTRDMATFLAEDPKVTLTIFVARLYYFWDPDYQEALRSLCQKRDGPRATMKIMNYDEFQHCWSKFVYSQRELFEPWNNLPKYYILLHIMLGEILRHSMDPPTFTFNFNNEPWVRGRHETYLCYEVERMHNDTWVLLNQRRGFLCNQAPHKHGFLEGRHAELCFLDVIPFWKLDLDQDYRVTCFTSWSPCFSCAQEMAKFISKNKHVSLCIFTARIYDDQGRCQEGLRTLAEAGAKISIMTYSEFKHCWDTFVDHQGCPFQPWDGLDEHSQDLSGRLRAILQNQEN
mIAP activ – increases mouse intestinal alkaline phosphatase activity; muIAP, CDP-Star luminescence, 30 min; active compounds read high; 1 = vehicle-only enzyme signal, 0 = enzyme-free wells; activation factor at 10 µM; hit rate 0.24% among 330,000;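 active means activation factor of at least 2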; further: the source names both 10 and 20 µM as test concentration; values of inactives mirror those of a sister screen read the other way
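System: Mouse IAP enzyme | Also added: CDP-Star substrate | Dosing: Compounds dispensed in DMSO | Schedule: 30 min enzyme-substrate-compound incubation at room temperature | Technique: Chemiluminescence readout | Control set: DMSO-only wells and no-enzyme negative control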
TIM10 inh – growth inhibitors of TIM10 yeast strain; S. cerevisiae TIM10 strain growth, BacTiter-Glo luminescence, 24 h; inhibition, % at 10 µM; hit rate 1.4% among 330,000; AID 463195;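 active means inhibition of 40% or more at the single tested concentration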;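 further: wild-type TIM10 isogenic control strain grown at permissive 25 °C; 0% = DMSO yeast wells and 100% = minimal medium wells without yeast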
mIAP block – mouse IAP inhibition; purified mouse IAP, CDP-Star luminescence, 30 min; inhibition, % at 10 µM; hit rate 0.2% among 330,000;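 active means inhibition of at least 40% at 10 µM in the primary screen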;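 further: plate controls were DMSO with enzyme for no effect and no enzyme wells for full effect; values of inactives mirror those of a sister screen read the other way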
Starred values were filed as active, the others as inactive.

Screening NN1C(=O)/C(=C2/Sc3ccccc3N2CCCS(=O)(=O)O)SC1=S returned hIAP inh -17, NALP3 yeast inh 23, tim10-1 inh 6, beta cell repl -2, A3A deaminase 9, APOBEC3G inh 4, mIAP activ 0.91, TIM10 inh 5 and mIAP block 9.
`COC(=O)c1ccc(C2/C(=C(/O)c3ccc(Cl)cc3)C(=O)C(=O)N2C2CCS(=O)(=O)C2)cc1` (stereo not drawn) gave hIAP inh -10, NALP3 yeast inh 10, tim10-1 inh 14, beta cell repl -1, A3A deaminase -4, APOBEC3G inh -5, mIAP activ 0.95, TIM10 inh -6 and mIAP block 5.
Screening O=C(O)c1cccc(-n2c(O)c(C=C3N=c4ccccc4=N3)sc2=S)c1 returned hIAP inh -36, NALP3 yeast inh 24, tim10-1 inh 7, beta cell repl -2, A3A deaminase -4, APOBEC3G inh -7, mIAP activ 0.65, TIM10 inh -1 and mIAP block 35.
Screening Cc1cccc(/C=N/NC(=O)c2cc(Br)ccc2O)n1 returned hIAP inh -43, NALP3 yeast inh 4, tim10-1 inh 30, beta cell repl 2, A3A deaminase -2, APOBEC3G inh -6, mIAP activ 1.1, TIM10 inh 29 and mIAP block -5.
CCN(CC(=O)N1CCOCC1)S(=O)(=O)c1ccccc1 was read as hIAP inh -1, NALP3 yeast inh 6, tim10-1 inh 26, beta cell repl 2, A3A deaminase -1, APOBEC3G inh -6, mIAP activ 0.98, TIM10 inh -3 and mIAP block 2.
Screening N/C(=N\OC(=O)c1ccc2ccccc2c1)c1ccccn1 returned hIAP inh 3, NALP3 yeast inh 5, tim10-1 inh 36, beta cell repl -6, A3A deaminase 3, APOBEC3G inh -2, mIAP activ 1, TIM10 inh 45* and mIAP block -4.
COC(=O)C[C@H]1c2cc(F)cc(F)c2S(=O)(=O)N1C1CCN(Cc2ccccc2)CC1 was read as hIAP inh -9, NALP3 yeast inh -2, tim10-1 inh 3, beta cell repl -4, A3A deaminase -5, APOBEC3G inh -13, mIAP activ 1.1, TIM10 inh 2 and mIAP block -5.
Screening CC1=C(C(=O)OCC(C)C)C(c2ccsc2)NC(=O)N1 (stereo not drawn) returned hIAP inh -11, NALP3 yeast inh 18, tim10-1 inh 24, beta cell repl 2, A3A deaminase 2, APOBEC3G inh 0, mIAP activ 1, TIM10 inh 15 and mIAP block -3.
Screening CCOC(=O)Nc1ccc(S(=O)(=O)NCCCN2CCOCC2)cc1 returned hIAP inh 8, NALP3 yeast inh -7, tim10-1 inh 4, beta cell repl 0, A3A deaminase 0, APOBEC3G inh -5, mIAP activ 0.96, TIM10 inh -6 and mIAP block 4.
Screening COc1ccc(C2SCC(=O)N2C)cc1 (stereo not drawn) returned hIAP inh 16, NALP3 yeast inh 8, tim10-1 inh 25, beta cell repl 0, A3A deaminase 4, APOBEC3G inh -11, mIAP activ 0.98, TIM10 inh 11 and mIAP block 2.
For Cc1cccc(C)c1N1CCc2cn[nH]c21 the results were hIAP inh -2, NALP3 yeast inh 17, tim10-1 inh 20, beta cell repl 0, A3A deaminase -4, APOBEC3G inh -4, mIAP activ 1, TIM10 inh 10 and mIAP block -2.
`O=C(Nc1cccc(-n2cnnn2)c1)c1ccncc1` gave hIAP inh -38, NALP3 yeast inh 19, tim10-1 inh -5, beta cell repl -5, A3A deaminase -21, APOBEC3G inh -4, mIAP activ 1.1, TIM10 inh 3 and mIAP block -14.
`CCn1c(Cc2cccc3ccccc23)nnc1SCC(=O)Nc1nccs1` gave hIAP inh 9, NALP3 yeast inh 9, tim10-1 inh 13, beta cell repl 0, A3A deaminase -1, APOBEC3G inh 9, mIAP activ 1, TIM10 inh 2 and mIAP block -2.
Screening CCOC(=O)C1CCCN(c2nc3c(C)cccn3c(=O)c2/C=C(\C#N)C(=O)NCc2ccco2)C1 (stereo not drawn) returned hIAP inh 14, NALP3 yeast inh 6, tim10-1 inh 7, beta cell repl 0, A3A deaminase 3, APOBEC3G inh 4, mIAP activ 0.91, TIM10 inh 11 and mIAP block 9.
O=C(O)c1ccc(NC(=O)C2(c3ccccc3)CCOCC2)cc1 was read as hIAP inh 14, NALP3 yeast inh 12, tim10-1 inh -1, beta cell repl 4, A3A deaminase -3, APOBEC3G inh -5, mIAP activ 1.1, TIM10 inh 2 and mIAP block -6.
COc1ccccc1NC(=S)NC12CN3CN(CN(C3)C1)C2 was read as hIAP inh 18, NALP3 yeast inh 14, tim10-1 inh -7, beta cell repl -3, A3A deaminase 1, APOBEC3G inh -4, mIAP activ 0.95, TIM10 inh -8 and mIAP block 5.
`CCN(CC)C(=O)CSC1=Nc2ccccc2C2=NC(c3ccccc3)C(=O)N12` (stereo not drawn) gave hIAP inh -13, NALP3 yeast inh 9, tim10-1 inh 1, beta cell repl -3, A3A deaminase 4, APOBEC3G inh -1, mIAP activ 0.96, TIM10 inh 0 and mIAP block 4.
For CCn1c(C)nc2cc(C(=O)NNC(=S)Nc3ccccc3OC)ccc21 the results were hIAP inh -71, NALP3 yeast inh 5, tim10-1 inh 5, beta cell repl -1, A3A deaminase -4, APOBEC3G inh -3, mIAP activ 1, TIM10 inh -10 and mIAP block -5.
`O=C(CCNC(=O)C1CCN(S(=O)(=O)c2ccc(F)cc2)CC1)NCc1ccc(F)cc1` gave hIAP inh 8, NALP3 yeast inh 6, tim10-1 inh 17, beta cell repl -3, A3A deaminase -7, APOBEC3G inh -6, mIAP activ 0.93, TIM10 inh 0 and mIAP block 7.
`Cc1cc(C)cc(NS(=O)(=O)c2ccc(NC(=O)c3ccccc3C(=O)O)cc2)c1` gave hIAP inh -19, NALP3 yeast inh 14, tim10-1 inh 7, beta cell repl -1, A3A deaminase 1, APOBEC3G inh 2, mIAP activ 1, TIM10 inh 10 and mIAP block -5.
CCOC(=O)c1sc(=S)n(-c2ccc3c(c2)OCO3)c1N was read as hIAP inh -13, NALP3 yeast inh 20, tim10-1 inh 18, beta cell repl -1, A3A deaminase 0, APOBEC3G inh 35, mIAP activ 0.97, TIM10 inh -10 and mIAP block 3.
For CC(C)c1ccc(NC2CCCN(C(=O)CN3C(=O)CSC3=O)C2)cc1 (stereo not drawn) the results were hIAP inh -7, NALP3 yeast inh 12, tim10-1 inh 13, beta cell repl -3, A3A deaminase -4, APOBEC3G inh -3, mIAP activ 1, TIM10 inh 8 and mIAP block -4.
O=C(CNC(=O)c1ccco1)NCCCc1ccccc1 was read as hIAP inh 15, NALP3 yeast inh -1, tim10-1 inh 9, beta cell repl -1, A3A deaminase 2, APOBEC3G inh -3, mIAP activ 0.97, TIM10 inh -13 and mIAP block 3.
`CNC(=O)COC(=O)CNC(=O)c1cc(Cl)cc([N+](=O)[O-])c1` gave hIAP inh -15, NALP3 yeast inh 3, tim10-1 inh 14, beta cell repl 0, A3A deaminase 2, APOBEC3G inh -3, mIAP activ 1.2, TIM10 inh 3 and mIAP block -18.
COc1ccc2nc(C(F)(F)C(F)(F)F)c(C#N)c(N)c2c1 was read as hIAP inh -1, NALP3 yeast inh -10, tim10-1 inh 20, beta cell repl -2, A3A deaminase 3, APOBEC3G inh 2, mIAP activ 1, TIM10 inh -14 and mIAP block -2.
`CCOc1ccc(NS(=O)(=O)c2ccc3[nH]cc(C(=O)NC(C)CC)c(=O)c3c2)cc1` (stereo not drawn) gave hIAP inh -7, NALP3 yeast inh 8, tim10-1 inh 22, beta cell repl 0, A3A deaminase -6, APOBEC3G inh -6, mIAP activ 1.1, TIM10 inh -11 and mIAP block -5.
Screening CC(=O)c1ccc(NC2OC(C)C(O)C(O)C2O)cc1 (stereo not drawn) returned hIAP inh -7, NALP3 yeast inh 21, tim10-1 inh 9, beta cell repl -3, A3A deaminase -8, APOBEC3G inh -9, mIAP activ 1, TIM10 inh 7 and mIAP block -2.
O=[N+]([O-])c1cccc(S(=O)(=O)/N=C(/Nc2ccccc2)c2ccccc2)c1 was read as hIAP inh 15, NALP3 yeast inh 5, tim10-1 inh 7, beta cell repl 1, A3A deaminase -1, APOBEC3G inh -4, mIAP activ 1, TIM10 inh 6 and mIAP block 0.
`CCOCCCNS(=O)(=O)c1ccc(NC(=O)Cc2c(F)cccc2Cl)cc1` gave hIAP inh 6, NALP3 yeast inh 14, tim10-1 inh 10, beta cell repl -2, A3A deaminase 1, APOBEC3G inh 0, mIAP activ 1, TIM10 inh 2 and mIAP block -1.
Screening Cc1ccc(Sc2ccc(NC(=O)CCN3C(=O)NC4(CCCC4)C3=O)cc2)c(C)c1 returned hIAP inh 11, NALP3 yeast inh 15, tim10-1 inh 29, beta cell repl -8, A3A deaminase -2, APOBEC3G inh -8, mIAP activ 1, TIM10 inh 16 and mIAP block -3.
Screening CCN(CC)C(=O)Cn1nc(-c2ccncc2)nc1SCC(=O)Nc1ccc(OC)cc1 returned hIAP inh -26, NALP3 yeast inh 13, tim10-1 inh 13, beta cell repl -2, A3A deaminase -7, APOBEC3G inh -11, mIAP activ 0.95, TIM10 inh 0 and mIAP block 5.
`Cc1nn(CC(O)COc2ccc3c(c2)CCC3)c(C)c1Br` (stereo not drawn) gave hIAP inh -4, NALP3 yeast inh 12, tim10-1 inh 23, beta cell repl -4, A3A deaminase 6, APOBEC3G inh 2, mIAP activ 0.93, TIM10 inh 27 and mIAP block 7.
For COCC(=O)N1CCC(Oc2ccc(C(=O)N3C[C@@H](C)O[C@@H](C)C3)cc2)CC1 the results were hIAP inh 1, NALP3 yeast inh 0, tim10-1 inh 3, beta cell repl -2, A3A deaminase -5, APOBEC3G inh -7, mIAP activ 1, TIM10 inh 7 and mIAP block 0.
Screening Cc1c(C(=O)O)sc2nc(/C=C/c3ccccc3OC(F)F)[nH]c(=O)c12 returned hIAP inh 0, NALP3 yeast inh 4, tim10-1 inh -1, beta cell repl -2, A3A deaminase 0, APOBEC3G inh -3, mIAP activ 0.96, TIM10 inh 7 and mIAP block 4.
For COc1ccccc1CN1CC(C(=O)NCCc2ncccc2C)CCC1=O (stereo not drawn) the results were hIAP inh -16, NALP3 yeast inh 8, tim10-1 inh -8, beta cell repl -3, A3A deaminase 2, APOBEC3G inh 3, mIAP activ 1.1, TIM10 inh 0 and mIAP block -8.
`CCOc1ccc(OCCNC(=O)C(NC(=O)c2c(F)cccc2F)C(C)C)cc1` (stereo not drawn) gave hIAP inh -12, NALP3 yeast inh 15, tim10-1 inh 3, beta cell repl -6, A3A deaminase 10, APOBEC3G inh -3, mIAP activ 1.1, TIM10 inh -1 and mIAP block -9.
`COC(=O)c1ccc(Cl)cc1NC(=O)/C=C/c1ccc(C)o1` gave hIAP inh -11, NALP3 yeast inh 19, tim10-1 inh 22, beta cell repl 2, A3A deaminase -3, APOBEC3G inh -9, mIAP activ 0.89, TIM10 inh 5 and mIAP block 11.

Ordered by molar mass (falling): 3 of the compounds above
Screening CCN(CC)C(=O)Cn1nc(-c2ccncc2)nc1SCC(=O)Nc1ccc(OC)cc1 returned hIAP inh -26, NALP3 yeast inh 13, tim10-1 inh 13, beta cell repl -2, A3A deaminase -7, APOBEC3G inh -11, mIAP activ 0.95, TIM10 inh 0 and mIAP block 5.
For COc1ccccc1CN1CC(C(=O)NCCc2ncccc2C)CCC1=O (stereo not drawn) the results were hIAP inh -16, NALP3 yeast inh 8, tim10-1 inh -8, beta cell repl -3, A3A deaminase 2, APOBEC3G inh 3, mIAP activ 1.1, TIM10 inh 0 and mIAP block -8.
`Cc1nn(CC(O)COc2ccc3c(c2)CCC3)c(C)c1Br` (stereo not drawn) gave hIAP inh -4, NALP3 yeast inh 12, tim10-1 inh 23, beta cell repl -4, A3A deaminase 6, APOBEC3G inh 2, mIAP activ 0.93, TIM10 inh 27 and mIAP block 7.
